# Source: PubChem BioAssay (ICCB-Longwood Screening Facility, Harvard Medical School)
# Polio RdRp inh = poliovirus RdRp elongation inhibitors, primary screen, biochemical, fluorescence polarization, total intensity | AID 588519, 2011 | poliovirus polymerase elongation; stronger effect = lower value | % elongation, % (compound at 16.7 µg/mL) | Genome polyprotein (Poliovirus type 1 (strain Mahoney)), P03300 | 150,000 compounds, 0.66% hits; in the data active = % elongation below about 90%; note: some results filed as inactive read as strong as hits
# Target sequence (P03300 1749-2209 limits assumed): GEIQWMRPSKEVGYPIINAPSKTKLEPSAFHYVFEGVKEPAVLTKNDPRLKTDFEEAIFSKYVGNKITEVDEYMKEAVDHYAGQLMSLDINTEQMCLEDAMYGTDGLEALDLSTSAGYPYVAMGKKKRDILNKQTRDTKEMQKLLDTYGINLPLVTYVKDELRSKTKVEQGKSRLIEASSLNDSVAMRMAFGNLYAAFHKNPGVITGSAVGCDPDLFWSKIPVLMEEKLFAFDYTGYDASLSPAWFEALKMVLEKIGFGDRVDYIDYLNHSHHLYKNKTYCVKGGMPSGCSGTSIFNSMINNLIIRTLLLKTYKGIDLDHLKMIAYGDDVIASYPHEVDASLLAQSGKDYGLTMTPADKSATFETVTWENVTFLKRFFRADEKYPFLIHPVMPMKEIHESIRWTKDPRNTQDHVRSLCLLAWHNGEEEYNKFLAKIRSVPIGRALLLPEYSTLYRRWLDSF
# Polio RdRp inh FP z-score = further read-out of Polio RdRp inh, marked with its call; z-score; measured here: FP z-score; hits read low
# Numbers without * were called inactive.
# Screens in order: Polio RdRp inh | Polio RdRp inh FP z-score
COc1cc(OC)c(NC(=O)c2ccc3nc(N4CCOCC4)sc3c2)cc1Cl
  99 | -0.4
O=C(COC(=O)CC1CCCC1)Nc1cc(C(F)(F)F)ccc1Cl
  102 | 0.2
COCC(C)n1c(C)cc(C(=O)Cn2ncc(Cl)c(Cl)c2=O)c1C (configuration not stated)
  106 | 0.4
CN1C(=O)/C(=C2/Sc3ccccc3N2C)SC1=NC1CCCCC1
  102 | 0.1
Cc1cc(C)n(C(=O)CNC(=O)Cc2ccccc2)n1
  102 | 0.2
O=C(COc1ccccc1)N1CCN(CC(O)COc2ccccc2)CC1 (configuration not stated)
  103 | 0.7
Cc1ccccc1C(=O)N1CCc2ccccc2C1
  102 | 0
CCOc1ccc2c(CC)cc(=O)oc2c1C
  100 | -0.2
COc1ccc(C2C3=C(CCCC3=O)NC3=C2C(=O)c2ccccc23)c(OC)c1OC (configuration not stated)
  103 | 0.5
CC(=O)N1CN(C(C)=O)C(O)C1O (configuration not stated)
  103 | 1.2
CCSc1nnc(-c2sc3ccccc3c2Cl)o1
  101 | -0.3
CC(C)(C)C(=O)COC(=O)Cn1nc(C(N)=O)c2ccccc2c1=O
  102 | -0.1
Cc1cccc(C)c1NC(=O)C(c1ccc(N(C)C)cc1)N1C(=O)CC1c1ccco1 (configuration not stated)
  105 | 0.1
CCC(=O)N1N=C(c2ccc(NS(C)(=O)=O)cc2)CC1c1ccccc1 (configuration not stated)
  101 | 0.2
CCCCn1c(CCC(=O)Nc2ccc(NC(C)=O)cc2)nc2cc(S(=O)(=O)N(C)C)ccc21
  110 | 1.1
CCOc1cc(C2N(C)C(=O)c3ccccc3N2C)ccc1O (configuration not stated)
  100 | -0.6
O=C1Nc2ccccc2C1Cc1ccc(Br)cc1 (configuration not stated)
  98 | -0.5
CCOc1ccc(NC(=O)C(C)N(c2ccc(OCC)cc2)S(C)(=O)=O)cc1 (configuration not stated)
  101 | -0.1
CCOC(=O)c1c(CC(C)C)csc1N
  101 | -0.2
c1csc(-c2nc(N3CCN(Cc4ccc5c(c4)OCO5)CC3)c3ccccc3n2)c1
  104 | 0.1
CCCn1c2ccccc2c2cnn(CC(=O)NCCc3ccccc3)c(=O)c21
  104 | 0.3
COc1ccc(CCNC(=O)CCCn2c(=O)c3ccccc3n(Cc3ccccc3)c2=O)cc1OC
  104 | -0.6
CC1CCCCC1NC(=O)COC(=O)COc1ccccc1F (configuration not stated)
  105 | 0.3
COc1ccc(Cl)cc1Nc1ncnc2c1c(-c1ccccc1)cn2-c1ccccc1
  108 | 0.2
CC(C)Cn1c(-c2ccc(Cl)cc2)cnc1SCC(=O)N1CCCC1
  101 | -0.1
CC1CCCCN1C(=O)c1cccs1 (configuration not stated)
  102 | -0.1
CCCOc1ccc(-c2ccc(C(=O)O)cc2)cc1
  100 | 0.2
OCCn1c(-c2ccccc2)cn2c3ccccc3nc12
  106 | 0.2
CC1CC(C)CN(C(=O)c2cccc3c2-c2ccccc2C3=O)C1 (configuration not stated)
  104 | 0.5
Cc1ccc(-c2c(C(=O)NCCc3ccccc3)oc(=O)c3ccccc23)cc1
  109 | 0.1
Cc1ccc(-n2ncc(C(=O)N3CCN(c4ccccc4F)CC3)c2C2CCN(C(=O)OC(C)(C)C)CC2)cc1C
  106 | 0
CCN(CC)c1ccc(/C=N/NC=O)c(O)c1
  141 | 4.4
COc1ccccc1C(=O)OCC(=O)C(C)(C)C
  102 | 0.1
COc1ccc(Cn2c(=O)[nH]c3cc(C(=O)N4CCN(c5ccccc5)CC4)ccc3c2=O)cc1
  105 | -0.1
COC(=O)c1c(C)oc2cc(C)c(NS(=O)(=O)c3cccs3)cc12
  103 | 0
CCc1ccc(NC(=O)c2cc3c(=O)oc4ccc(C)cc4c3s2)cc1
  105 | 1.5
CC(C)=C1C2C=CC1C1C(=O)N(CCO)C(=O)C21 (configuration not stated)
  101 | -0.6
Cc1onc(-c2ccccc2Cl)c1NC(=O)NCCc1ccncc1
  99 | -0.7
COC(=O)COc1ccc(C)cc1-n1nc2ccccc2n1
  103 | 0.4
O=C(O)C1CSC2(CCCCC2)N1 (configuration not stated)
  108 | 0.4
CC1=C(C(=O)NC2CCCCCC2)C2(CCCCCC2)OC1=O
  102 | 0.3
COc1cc2c(cc1O)CC1c3c(c(OC)c(OC)c(OC)c3-2)CCN1C (configuration not stated)
  101 | -0.3
Cc1ccc(NC(=O)CC(C)S(=O)(=O)c2ccc3c(c2)NC(=O)CO3)cc1C (configuration not stated)
  110 | 1
O=C(Nc1ncc(Cc2ccccc2)s1)C1CCCO1 (configuration not stated)
  102 | 0.2
CC(c1ccccc1)C1CC(=O)N(c2ccc(OC(F)(F)F)cc2)C1=O (configuration not stated)
  103 | -0.1
CNC(=S)NNc1ncc(C(F)(F)F)cc1Cl
  101 | -0.2
Cc1ccccc1NC(=O)c1c(NC(=O)c2ccncc2)sc2c1CCC(C(C)(C)C)C2 (configuration not stated)
  100 | -1.5
C/C(=N\S(=O)(=O)c1ccc(C)cc1)N1CCCN(S(=O)(=O)c2ccc(C)cc2)C1C(C)C (configuration not stated)
  98 | -0.5
CCCC1NC(=O)NC(C)=C1C(=O)OCC (configuration not stated)
  98 | -0.4
CCN(CC)S(=O)(=O)c1ccc2c(c1)N(CC(=O)NCc1ccccc1)C(=O)C1CCCCN21 (configuration not stated)
  114 | 1.7

# The list continues.
# Screens in order: Polio RdRp inh | Polio RdRp inh FP z-score
CCCN(Cc1nnc(-c2ccco2)o1)C(=O)CN1C(=O)COc2ccccc21
  102 | -0.3
C(=Nc1ccc(N2CCOCC2)cc1)c1ccc(Sc2nc3ccccc3[nH]2)o1
  101 | 0
Cc1c(CCC(=O)NCCc2ccccc2F)c(=O)oc2cc(O)ccc12
  105 | -0.4
CCOC(=O)N1CCC(n2c(SCC(=O)NCc3ccccc3)nc3ccccc3c2=O)CC1
  100 | -0.3
O=c1c(OCCc2ccccc2)c(-c2ccco2)oc2ccccc12
  97 | -1.7
CC(C)(C)C(=O)CSc1nc2ccsc2c(=O)n1Cc1ccccc1F
  104 | -0.4
CCc1ccccc1NC(=O)CC1Nc2ccccc2NC1=O (configuration not stated)
  107 | 0.4
O=C(c1ccc2c(c1)N(Cc1ccccc1)C(=O)c1ccccc1S2(=O)=O)N1CCN(Cc2ccccc2)CC1
  107 | 0.6
COc1ccc(CCNCc2c(C(=O)O)c(C)n(Cc3cccc(Cl)c3)c2C)c(OC)c1OC
  108 | -0.1
Cc1ccccc1-n1c2nc(C#N)c(C#N)nc2c2c1nc(C(C)C)n1c3ccccc3nc21
  120 | 5.5

# Gathered by group, those above containing a furan ring, fused or not.
# Screens in order: Polio RdRp inh | Polio RdRp inh FP z-score
Cc1cccc(C)c1NC(=O)C(c1ccc(N(C)C)cc1)N1C(=O)CC1c1ccco1 (configuration not stated)
  105 | 0.1
COC(=O)c1c(C)oc2cc(C)c(NS(=O)(=O)c3cccs3)cc12
  103 | 0
CCCN(Cc1nnc(-c2ccco2)o1)C(=O)CN1C(=O)COc2ccccc21
  102 | -0.3
C(=Nc1ccc(N2CCOCC2)cc1)c1ccc(Sc2nc3ccccc3[nH]2)o1
  101 | 0
O=c1c(OCCc2ccccc2)c(-c2ccco2)oc2ccccc12
  97 | -1.7

# (listing goes on)
# Screens in order: Polio RdRp inh | Polio RdRp inh FP z-score
Cc1cccc(C(=O)n2nc(-c3cccnc3)nc2NCc2ccccc2)c1
  98 | -1.9
CC(=O)N1CCN(Cc2ccccc2F)CC1
  100 | -0.3
COc1ccc(-n2nnnc2-c2c[nH]c3ccc(Cl)cc23)cc1
  102 | -0.2
CCOC(=O)c1c(C)c(NC(C)=O)c(C)n1C(C)=O
  107 | 0.4
CCCn1c2ccccc2c2cnn(CC(=O)OC)c(=O)c21
  103 | 1.4
COc1ccc(S(=O)(=O)N2CCCN(CC(=O)Nc3ccc(OC)cc3OC)CC2)cc1
  107 | 0.6
CCCNC(=O)CN1C(=O)c2c(c3ccccc3n2C)C1c1ccc(OC)cc1 (configuration not stated)
  100 | -0.9
CC(C)Oc1cccc(C(=O)Nc2ccccc2)c1
  100 | -0.7
Cc1cc(C(=O)COC(=O)C23CC4CC(CC(C4)C2)C3)c(C)n1-c1nccs1
  102 | -0.1
OCc1cnc(SCc2ccccc2F)n1Cc1ccc(F)cc1
  103 | -0.7
O=C(COC(=O)c1ccccc1)Nc1ccc(OC(F)F)cc1
  99 | -0.4
Cc1ccc(NC(=O)C2CCCN2S(=O)(=O)c2ccc3c(c2)CCCC(=O)N3)cc1Cl (configuration not stated)
  115 | 1.8
COC(=O)CCn1c(=O)c2cccn2c2ccccc21
  102 | -0.7
COc1ccc(O)c(C(=O)c2cnn(C(=O)c3ccc4c(=O)n5c(nc4c3)CCC5)c2)c1
  104 | 0.1
COc1ccc(CNS(=O)(=O)c2cnc(N)nc2)c(OC)c1
  111 | 0.7
CC(C)(C)NC(=O)Cn1nc(-c2cc3c(s2)CCCC3)oc1=O
  101 | -0.1
CCC(=O)Nc1ccc(NC(=O)c2ccc(F)cc2)nc1
  102 | 0.2
CC(O)Cn1c2ccccc2c2ccccc21 (configuration not stated)
  98 | -0.8
CCN(CC)CC1OCC2(CO1)COC(CN(CC)CC)OC2 (configuration not stated)
  109 | 0.7
CCc1ccc(CNC(=O)c2cnc3c(C)cccn3c2=O)cc1
  106 | -0.2
O=C1c2cccnc2C(=O)N1Cc1ccc(S(=O)(=O)N2CCOc3ccccc32)cc1
  100 | 0.1
COc1ccccc1Nc1c2c(nc3ccc(NC(=O)/C=C/c4cc(OC)c(OC)c(OC)c4)cc13)CCCC2
  98 | -0.8
N#Cc1ccc(/C=N/n2c(-c3ccc(OC(F)F)cc3)csc2=NCCN2CCOCC2)cc1
  156 | 6
O=C(CCn1cnc2onc(-c3ccc(F)cc3)c2c1=O)N1CCN(c2ccccc2F)CC1
  104 | 0
COCCn1c(C)cc(C2=Nn3c(nnc3-c3ccccc3F)SC2)c1C
  101 | 0.2
O=C(NCCN1CCCCC1)Nc1c[nH]c2c(Cl)cccc2c1=O
  100 | -0.3
COc1ccc(-c2nc3c(c(SCC(=O)Nc4cc(C)cc(C)c4)n2)Cc2c(CO)cnc(C)c2O3)cc1
  105 | -0.4
COc1ccc(N(CC(=O)N2CCc3ccccc3C2)S(=O)(=O)c2ccc(C)cc2)cc1Cl
  105 | 0.1
COc1cc(SC)ccc1C(=O)OCC(=O)c1ccccc1
  99 | -0.5
CC(=O)c1ccc(NS(=O)(=O)c2ccc3c(c2)NC(=O)CCS3)cc1
  107 | -0.3

# Pulled one by one from above (seven):
# Screens in order: Polio RdRp inh | Polio RdRp inh FP z-score
COc1cc(SC)ccc1C(=O)OCC(=O)c1ccccc1
  99 | -0.5
N#Cc1ccc(/C=N/n2c(-c3ccc(OC(F)F)cc3)csc2=NCCN2CCOCC2)cc1
  156 | 6
O=C1c2cccnc2C(=O)N1Cc1ccc(S(=O)(=O)N2CCOc3ccccc32)cc1
  100 | 0.1
CC(=O)c1ccc(NS(=O)(=O)c2ccc3c(c2)NC(=O)CCS3)cc1
  107 | -0.3
COc1ccc(N(CC(=O)N2CCc3ccccc3C2)S(=O)(=O)c2ccc(C)cc2)cc1Cl
  105 | 0.1
O=C(NCCN1CCCCC1)Nc1c[nH]c2c(Cl)cccc2c1=O
  100 | -0.3
COc1ccc(-c2nc3c(c(SCC(=O)Nc4cc(C)cc(C)c4)n2)Cc2c(CO)cnc(C)c2O3)cc1
  105 | -0.4

# More entries follow:
# Screens in order: Polio RdRp inh | Polio RdRp inh FP z-score
c1ccc(-c2nnc(Cc3ccc4c(c3)OCO4)o2)cc1
  102 | -0.7
COc1ccc(NC(=O)CCCc2nnc3n(C(C)C)c(=O)c4sccc4n23)cc1Cl
  119 | 0.4
COc1ccc(C(=O)NC(C)Cc2ccccc2)cc1 (configuration not stated)
  104 | 0.1
CCSc1nc2n(n1)C(c1ccc(C(=O)O)cc1)C(C(=O)Nc1ccccc1C)=C(C)N2 (configuration not stated)
  107 | 0.1
Cc1ccc(N/C=C2\CCCCC2=O)nc1
  101 | 0
O=C(CO/N=C/c1ccccc1O)N1CCc2ccccc21
  99 | -0.3
CCOC(=O)c1c(/N=C/N(C)C)sc2c1CCC2
  98 | -0.6
COc1ccc(/C(N)=N/OC(=O)Oc2ccccc2)cc1
  100 | 0.1
O=C1CC(SCc2nc3ccccc3[nH]2)C(=O)N1c1ccc(Cl)cc1 (configuration not stated)
  102 | -0.3
O=C(O)CCNc1ccc2c(c1)OCCO2
  102 | -0.1
CCc1ccc(NC(=O)C2CCCN(S(=O)(=O)c3c(C)[nH]c(=O)[nH]c3=O)C2)cc1 (configuration not stated)
  100 | -1.5
COc1ccc(Cn2ccn(Cc3cccc(OC)c3)c(=O)c2=O)cc1
  105 | -0.3
CCc1ccc(NC(=O)CCn2nc(C)c(S(=O)(=O)N3CCCCC3)c2C)cc1
  103 | -0.7
COc1ccccc1C1C=C(c2ccc(F)cc2)Nc2nc(-c3ccc(Cl)cc3)nn21 (configuration not stated)
  114 | 0.6
Cc1ccc(CNC(=O)CCCCCn2c(=O)c3sccc3n(CC(=O)N3CCCCC3C)c2=O)cc1 (configuration not stated)
  107 | 0.2
c1ccc(C2CCC(=NN3CCOCC3)CC2)cc1 (configuration not stated)
  102 | 0
O=C(N/N=C/C1CC2C=CC1C2)c1ccccc1O (configuration not stated)
  105 | 0.4
Cc1ccc(-c2n[nH]c(=O)c3ccccc23)cc1
  101 | -0.1
CCOc1ccc(NC(=O)N(CCN(C)C)C(C)c2cccnc2)cc1 (configuration not stated)
  103 | 0.8
CCN(CC)C(=O)C1CCCN(S(=O)(=O)c2ccc(OC)c(OC)c2)C1 (configuration not stated)
  100 | -0.5
CCc1nc2c(Cl)cc(Cl)cc2c(=O)o1
  101 | 0
CCn1c(CNC(=O)c2ccccc2F)nnc1SCC(=O)Nc1cccc(OC)c1
  99 | -0.3

# Full records as entered above:
# `CCn1c(CNC(=O)c2ccccc2F)nnc1SCC(=O)Nc1cccc(OC)c1` across the screens: Polio RdRp inh = 99; Polio RdRp inh FP z-score = -0.3
# `O=C(N/N=C/C1CC2C=CC1C2)c1ccccc1O` (configuration not stated) across the screens: Polio RdRp inh = 105; Polio RdRp inh FP z-score = 0.4

# Some of the compounds tested (hit frequency here may not be typical).
